Screening results from PubChem BioAssay.
HKDC1 inhibitor: HKDC1 (human) hexokinase inhibition; Q2TB90; recombinant HKDC1, G6PDH/diaphorase resazurin coupled fluorescence; inhibition, % at 20 µM; 340,000 compounds, 0.16% hits; AID 493160;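 active = inhibition above about 35% when tested at 20 µM, limit read from the data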;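 also: plate controls were DMSO wells with enzyme for no effect and DMSO wells lacking enzyme for full effect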
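Assay system: recombinant HKDC1 hexokinase; detection: coupled resazurin fluorescence, excitation 525 nm, emission 613 nm; benchmarks: DMSO-plus-enzyme-mix negative control, buffer-substituted positive control; compound dosing: single 20 µM dose; schedule: 90 min at room temperature in dark; also added: glucose plus 1 mM ATP as hexokinase substrates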
SENP8 block: inhibitors of human SENP8 protease; Q96LD8; recombinant SENP8, Nedd8 substrate fluorescence; inhibition, % at 20 µM; 360,000 compounds, 0.64% hits; in the data active = inhibition mostly above about 40%, no sharp cut-off; inactive = mostly below about 27%
PfGluPho inh: PfG6PD (Plasmodium falciparum) enzyme inhibition. AID 504690. inhibition, % at 20 µM. 350,000 compounds, 0.78% hits. PfGluPho enzyme, NADPH resazurin-diaphorase fluorescence;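 active = inhibition reaching at least a set limit at 20 µM in the primary screen, cut at about 59% in these data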;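 also: 0% = DMSO wells with substrate and 100% = DMSO wells lacking glucose-6-phosphate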
SENP6 inh: inhibitors of human SENP6 protease | Q9GZR1 | Recombinant SENP6 catalytic domain, aminoluciferin luminescence | inhibition, % at 10 µM | 330,000 compounds, 1.8% hits;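 active = inhibition above about 50% at the single tested dose, limit read from the data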;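 also: plate controls were DMSO wells with enzyme for no effect and DMSO wells lacking enzyme for full effect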
Target sequence (Q9GZR1 628-1112 limits assumed): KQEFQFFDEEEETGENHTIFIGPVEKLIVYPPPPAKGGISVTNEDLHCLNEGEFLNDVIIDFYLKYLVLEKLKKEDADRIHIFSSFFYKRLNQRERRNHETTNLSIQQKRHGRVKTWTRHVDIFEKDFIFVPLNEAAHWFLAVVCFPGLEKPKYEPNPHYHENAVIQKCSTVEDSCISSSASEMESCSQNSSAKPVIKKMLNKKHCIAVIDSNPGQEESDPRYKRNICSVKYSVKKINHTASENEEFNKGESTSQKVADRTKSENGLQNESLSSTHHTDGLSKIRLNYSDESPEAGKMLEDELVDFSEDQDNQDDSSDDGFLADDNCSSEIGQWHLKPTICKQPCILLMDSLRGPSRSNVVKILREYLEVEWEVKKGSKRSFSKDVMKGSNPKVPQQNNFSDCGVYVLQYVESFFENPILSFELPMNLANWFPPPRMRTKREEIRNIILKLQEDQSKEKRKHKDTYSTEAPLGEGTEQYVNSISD
MPTP block: blocks calcium-induced mitochondrial swelling. 360,000 compounds, 1.4% hits. inhibition, % at 10 µM. isolated mouse mitochondria, Ca2+ swelling absorbance, 30 min;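 active = inhibition of 50% or more, scaled per plate between neutral and stimulator controls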;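 also: 0% = DMSO wells given calcium and 100% = 1 mM EGTA wells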
ATG4B inhibitor: ATG4B (human) cysteine protease inhibition. ATG4B cleavage of LC3-PLA2, NBD-HPC fluorescence, 1 h. inhibition, % at 8.33 µM. 340,000 compounds, 0.51% hits. AID 504462; in the data active = inhibition above about 40%
Target sequence (Q9Y4P1 whole entry, looked up): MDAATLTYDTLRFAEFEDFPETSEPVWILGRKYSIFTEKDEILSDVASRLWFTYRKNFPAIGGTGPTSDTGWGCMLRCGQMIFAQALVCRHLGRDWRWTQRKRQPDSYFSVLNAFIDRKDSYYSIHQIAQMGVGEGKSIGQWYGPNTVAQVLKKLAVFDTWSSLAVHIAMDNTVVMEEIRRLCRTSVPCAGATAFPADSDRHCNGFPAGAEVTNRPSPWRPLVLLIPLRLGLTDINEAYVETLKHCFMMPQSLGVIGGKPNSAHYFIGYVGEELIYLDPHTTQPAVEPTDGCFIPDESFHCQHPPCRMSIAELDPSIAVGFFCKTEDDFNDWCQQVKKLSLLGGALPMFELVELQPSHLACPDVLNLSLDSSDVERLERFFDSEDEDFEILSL
SENP7 inh: inhibitors of human SENP7 protease; 330,000 compounds, 1.5% hits; Q9BQF6; recombinant SENP7, Z-RLRGG-aminoluciferin luminescence, 40 min; AID 434973; inhibition, % at 5 µM;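 active = inhibition above about 50% at the single test dose, limit read from the data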;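 also: plate controls were DMSO with enzyme for no effect and no enzyme buffer wells for full effect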
NR3A LBD binder: modulates the human NR3A ligand-binding domain | NR3A LBD differential scanning fluorimetry, Tm shift; 0% = protein alone, 100% = glycine-bound protein | Tm shift relative to glycine control, % at 25 µM | 340,000 compounds, 2.5% hits | AID 1259313;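 active = melting temperature shift of at least 10% of the positive control shift, at one fixed dose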
Numbers without * were called inactive; . = not tested or not shown.

Compound	HKDC1 inhibitor	SENP8 block	PfGluPho inh	SENP6 inh	MPTP block	ATG4B inhibitor	SENP7 inh	NR3A LBD binder
CCCCCc1ccc(OCCCC[n+]2ccccc2)c(CCCCC)c1	-7	17	16	-12	9.4	13	5	-4
CC(C)n1c(=O)[nH]c2ccccc21	-5	4	11	5	1.3	4	7	-1
COc1ccc(S(=O)(=O)c2c(N)n(Cc3ccco3)c3nc4ccccc4nc23)cc1	23	-489	9	-17	-6.6	8	-5	2
COC(=O)CN1C(=S)N(c2ccc(Cl)cc2)C(=O)C1CC(=O)Nc1ccc(F)cc1 (configuration not stated)	2	7	10	-1	0.3	-17	-7	27*
CCOc1ccc(CN2CCNC(=O)C2CC(=O)NC2CCOCC2)cc1 (configuration not stated)	-3	-41	-6	3	-1.8	10	3	6
Cc1ccc(C2(c3ccccc3)NC(=O)N(CC(=O)NCc3ccccc3)C2=O)cc1C (configuration not stated)	1	8	13	-7	-1.1	-16	6	-3
Cc1cc(C)c(C#N)c(N2CCN(c3ccccc3)CC2)n1	-1	-10	-3	-15	1.4	2	-3	2
COc1ccc(NC(=O)c2cc3ccccc3o2)cc1OC	-4	1	23	4	0.8	-5	7	26*
CC(=O)Nc1cccc(OCC(=O)Nc2ccc(F)cc2)c1	-6	20	6	2	-0.5	2	11	0
CC1(C)Cc2nc(Cl)c(C#N)cc2CO1	-2	7	-4	-12	-1.1	3	1	-2
CCOC(=O)C1=C(C)NC(c2cccs2)C(=O)N1 (configuration not stated)	-7	11	0	-24	1.1	1	3	0
CN(C)c1ccc(NC2=C(Cl)C(=O)c3ccccc3C2=O)cc1	-21	43*	29	38	8.2	0	3	-2
COc1ccc(OC)c(-c2nc(C(=O)NC3CCN(Cc4ccccc4)CC3)cc3c2[nH]c2ccccc23)c1	-3	-219	13	-13	0.8	-9	-2	-2
O=C(CCN1C(=O)C2C3C=CC(C4CC34)C2C1=O)Oc1cccc2cccnc12 (configuration not stated)	6	8	-13	4	-5.5	-2	-4	-20
COc1ccccc1C=NNc1ccc([N+](=O)[O-])cn1	-4	-87	11	.	-0.1	-7	.	2
O=P(O)(O)C(O)C(F)(F)C(F)(F)C(F)(F)C(F)F (configuration not stated)	0	17	-17	-4	-0.1	-2	5	0
Cc1sc(NC(=O)Cn2cnnn2)nc1-c1ccc(Cl)cc1	-4	7	5	-7	-0.3	0	0	-18
COc1ccc(NC(=O)COC(=O)Cn2cnc3ccccc3c2=O)cc1OC	-1	24	-5	-11	1.9	15	3	-1
CCCc1c(C)c2cccc(C)c2[nH]c1=O	-7	-18	3	-16	-2.8	3	-2	-1
COC(=O)c1ccccc1C(=O)N(Cc1cccnc1)CC1CCCN(C2CCCCC2)C1 (configuration not stated)	0	0	-17	-2	1.2	34	0	1
Cc1noc(C)c1NC(=O)Nc1ccc2c(c1)CC(=O)N([C@@H](C)CO)C[C@@H](C)[C@@H](CN(C)C(=O)Nc1cccc3ccccc13)O2	1	-143	0	17	0.4	-1	5	0
O=C(CCl)NC(Cc1c[nH]c2ccc(OCc3ccccc3)cc12)C(=O)O (configuration not stated)	-4	0	-12	-2	-0.3	5	2	0
C[C@H](NC(=O)c1ccc(Cl)c(S(=O)(=O)N2CCOCC2)c1)c1nc2ccccc2[nH]1	3	-4	-11	-2	-0.5	-1	-3	-2
CCC(=O)N1CCCc2cc(S(=O)(=O)N3CCN(c4ccccc4F)CC3)ccc21	9	1	-8	-15	3.3	-1	-9	0
COC(=O)c1scc(C)c1-n1ccc(C(=O)C(=O)N(C)C)c1	-9	11	-13	-14	1.1	-8	-1	1
Cc1cc(=O)[nH]c(SCc2ccc(Cl)cc2Cl)n1	1	6	-19	-1	-0.4	1	2	0
Cc1ccccc1NC(=O)COC(=O)CCC(=O)c1cccs1	-3	2	-8	5	-2.2	-2	0	-2
COc1cccc(N2CCN(C(=O)CN(C)S(=O)(=O)c3ccc4c(c3)c(=O)n(C)c(=O)n4C)CC2)c1	-8	3	-2	15	-2.4	-8	-1	-3
CCOC(=O)C1CCN(c2ncnc3c2c(-c2ccccc2)cn3-c2ccccc2)CC1	7	-10	18	-16	-1.0	-8	-5	0
COC(=O)[C@H](CCSC)NC(=O)Cn1cnc2c(SC)nc(N)nc21	-4	-21	-2	-2	-0.7	.	6	3
CCn1c(=O)cc(OCC(=O)Nc2nc(C)cs2)c2ccccc21	-7	9	16	-1	-0.4	-12	-3	-1
CC(C)CCNC(=O)CNC(=O)c1cccs1	-7	15	-4	0	-1.0	0	-2	2
O=C(NC(=S)Nc1ccccc1CO)C1CCCCC1	-6	11	0	-17	1.7	-4	7	-1
O=C(CCc1nnc(-c2ccc3c(c2)OCO3)o1)NCCc1ccccc1F	-4	1	8	-8	-0.4	5	-2	-1
CCCCNC(=O)c1ccc(NC(C)=O)c(Cl)c1	-10	13	1	4	-0.6	-5	-11	3
C=CCn1c(SCC(=O)Nc2nnc(CC)s2)nnc1-c1ccncc1	-12	8	-13	4	0.9	5	1	1
COc1cc(CC(=O)Nc2sc3c(c2C(N)=O)CCCC3)cc(OC)c1OC	-2	-23	5	-9	1.3	-1	1	1
COc1cc(OC)cc(C(=O)NCC(=O)N2CCCCC2)c1	1	8	2	-10	0.0	-5	0	0
COc1cccc(/C=C/C(=O)c2cccc([N+](=O)[O-])c2)c1OC	22	-11	16	7	-2.0	2	4	10*
CC(C)(O)C(=O)NN(C(=O)c1ccccc1)c1ccc2ccccc2c1	-4	19	11	-6	0.2	1	1	-2
CC(NC(=O)CSc1nc2ccccc2c(=O)n1CCCO)c1ccccc1 (configuration not stated)	0	1	-5	-10	0.7	8	-6	-2
C=CCc1cccc2cc(C(=O)Nc3ccc(NC(C)=O)cc3)c(=O)oc12	-7	34	2	-5	2.0	4	-3	0
CO/N=C(/CN1CCCCC1)c1ccc(Cl)cc1	-3	20	8	-3	0.5	-6	-4	2
c1ccc2c(C[C@@H]3CNCCN3CCC34CC5CC(CC(C5)C3)C4)cccc2c1	3	6	5	2	-0.5	-3	11	-2
Cc1cc(Br)cc(Cl)c1OC(=O)c1cnccn1	6	6	-10	-8	1.3	-1	-6	-1
O=[N+]([O-])c1ccc(COc2ncnc3ccccc23)cc1	1	15	3	7	-2.0	-3	-9	1
CCN(CCCNC(=O)COc1cc(=O)n(C)c2ccccc12)c1ccccc1	3	17	11	-19	2.4	-11	-3	1
CCOC(=O)/C(=N\Nc1ccccc1)P(=O)(c1ccccc1)c1ccccc1	-4	18	-10	-17	3.1	-6	1	-1
C[C@H](CO)N1C[C@H](C)[C@@H](CN(C)S(=O)(=O)c2ccccc2)Oc2ccc(NC(=O)CCC(F)(F)F)cc2C1=O	2	13	7	-16	0.1	-13	-10	-1
CCOC(=O)C(NC(=O)Nc1ccc(C(N)=O)cc1)(c1ccccc1)C(F)(F)F (configuration not stated)	-1	17	7	-5	0.0	-8	1	1

Just NR3A LBD binder and SENP6 inh, for four of the compounds above:
structure	NR3A LBD binder	SENP6 inh
CCOC(=O)C(NC(=O)Nc1ccc(C(N)=O)cc1)(c1ccccc1)C(F)(F)F (configuration not stated)	1	-5
CO/N=C(/CN1CCCCC1)c1ccc(Cl)cc1	2	-3
COc1cc(CC(=O)Nc2sc3c(c2C(N)=O)CCCC3)cc(OC)c1OC	1	-9
CC(NC(=O)CSc1nc2ccccc2c(=O)n1CCCO)c1ccccc1 (configuration not stated)	-2	-10

Part of the list above in order of molecular weight, largest number first:
Compound	HKDC1 inhibitor	SENP8 block	PfGluPho inh	SENP6 inh	MPTP block	ATG4B inhibitor	SENP7 inh	NR3A LBD binder
CCOC(=O)C1CCN(c2ncnc3c2c(-c2ccccc2)cn3-c2ccccc2)CC1	7	-10	18	-16	-1.0	-8	-5	0
COc1cc(CC(=O)Nc2sc3c(c2C(N)=O)CCCC3)cc(OC)c1OC	-2	-23	5	-9	1.3	-1	1	1
CC(NC(=O)CSc1nc2ccccc2c(=O)n1CCCO)c1ccccc1 (configuration not stated)	0	1	-5	-10	0.7	8	-6	-2
Cc1cc(Br)cc(Cl)c1OC(=O)c1cnccn1	6	6	-10	-8	1.3	-1	-6	-1

Next section
Compound	HKDC1 inhibitor	SENP8 block	PfGluPho inh	SENP6 inh	MPTP block	ATG4B inhibitor	SENP7 inh	NR3A LBD binder
Cc1ccc(N(C(=O)c2ccco2)C2C=CS(=O)(=O)C2)cc1 (configuration not stated)	-11	4	14	3	-0.9	-3	0	0
CC(=O)c1ccccc1NC(=O)COC(=O)CCCN1C(=O)c2cccc3cccc(c23)C1=O	-1	-166	-7	6	2.3	-11	4	-2
Cc1ccc(Cn2c(C(C)Nc3nc(-c4ccc(C)cc4)cs3)nc3cc(Cl)c(Cl)cc32)cc1 (configuration not stated)	11	-2	13	-9	1.8	1	14	-5
O=C(NC(=S)Nc1ccc(S(=O)(=O)NC2CCCCC2)cc1)c1cccs1	-5	1	1	0	-17	16	-9	5
CC(C)c1cccc(C(C)C)c1NC(=O)c1ccccc1	-6	17	-4	-1	-1.6	-30	-13	0
Cc1ccc(Cl)cc1NC(=O)c1cc(NC(=O)C2CCCCC2C(=O)O)ccc1N1CCOCC1 (configuration not stated)	-1	-138	-16	1	-1.6	-3	0	-3
Cc1ccccc1-c1nc(CN2CCSCC2)c(C)o1	-7	-1	-4	-17	0.4	15	1	1
COc1ccc(NC(=O)Nc2cc(F)ccc2C)cc1	19	6	8	9	2.4	9	19	7
Cc1cccn2c(=O)c3cc(C(=O)NC4CCCCC4C)n(C)c3nc12 (configuration not stated)	-1	-332	-1	9	-1.1	3	5	0
Cc1cccc(C(=O)NCc2nnc(SCC(=O)Nc3nnc(C)s3)n2C)c1	1	7	-36	-4	-1.7	5	-11	-4
COc1ccc(OCc2nn[nH]n2)cc1	-5	0	-11	-2	0.0	2	2	-1
CC(Sc1nccn1C)C(=O)c1c(N)n(C)c(=O)n(C)c1=O (configuration not stated)	-6	-6	0	-23	-0.5	4	13	0
Cc1ccc(NC(=O)CSCC(N)=O)cc1C	-13	5	34	-5	-0.1	3	-9	-30
Nc1ccc2c(c1)C(=O)c1ccc(Cl)cc1-2	-4	23	11	.	1.2	5	.	3
N#Cc1c(N)nc2c(c1-c1ccc3c(c1)OCO3)CCc1ccccc1-2	1	-382	-16	-8	1.7	15	-5	-3
CC(C)(C)c1ccc2c(c1)OC(C(=O)N/N=C/c1ccc([N+](=O)[O-])o1)CO2 (configuration not stated)	1	44*	-4	2	38	7	10	-4
Cc1ccc(C(=O)N/N=C\c2ccc(Br)o2)o1	10	-12	-8	-8	-0.3	0	-31	-1
Fc1ccc(Br)cc1SCCc1ccncc1	-3	20	4	-14	-0.9	11	9	-3
CCOC(=O)C(CC(=O)O)=C(c1ccccc1)c1ccccc1	2	4	-31	-16	-0.4	2	-6	1
Cc1cc(C)c(S(=O)(=O)c2ccccc2)c(OC(=O)c2c(Cl)cc(Cl)cc2Cl)n1	-9	25	-4	-2	-1.6	-4	7	2
O=C(CCCNC(=O)/C(=C/c1ccc(F)cc1)NC(=O)c1ccccc1)OCc1ccccc1	-7	7	-8	-10	1.1	-13	-2	0
COc1cc(OC)c(C2Nc3ccccc3NC3=C2C(=O)CC(C)(C)C3)cc1OC (configuration not stated)	1	-3	1	-19	-2.1	0	5	2
O=C1N[C@@H](Cc2cnc[nH]2)C(=O)N2CCC[C@@H]12	-7	7	0	7	-0.5	-6	3	1

No enrichment for hits; any-hit rate near 6.9%.
